TSG101-PTAP inh = blocks PTAP/TSG101 interaction to inhibit HIV-1 budding | Q99816 | Fluorescence polarization, FITC-PTAP peptide / Tsg101 binding | Potency, µM (doses to about 115 µM), inactives show at the top dose activity change, negative = inhibition, usual class: inhibitors | 340,000 tested, under 10 active | AID 493005; active = well fitted inhibition curve with a large enough effect in the main read-out, with a control signal flat, not every such curve was filed as active; inconclusive = small, poorly fitted or top-dose-only effect, or effect the other way, or a change in a side signal; inactive = no such curve, though single readings can be large or run the other way; note: potency is the fitted concentration of half-maximal effect; % of control where 0% means no effect
Target sequence (Q99816 whole entry, looked up): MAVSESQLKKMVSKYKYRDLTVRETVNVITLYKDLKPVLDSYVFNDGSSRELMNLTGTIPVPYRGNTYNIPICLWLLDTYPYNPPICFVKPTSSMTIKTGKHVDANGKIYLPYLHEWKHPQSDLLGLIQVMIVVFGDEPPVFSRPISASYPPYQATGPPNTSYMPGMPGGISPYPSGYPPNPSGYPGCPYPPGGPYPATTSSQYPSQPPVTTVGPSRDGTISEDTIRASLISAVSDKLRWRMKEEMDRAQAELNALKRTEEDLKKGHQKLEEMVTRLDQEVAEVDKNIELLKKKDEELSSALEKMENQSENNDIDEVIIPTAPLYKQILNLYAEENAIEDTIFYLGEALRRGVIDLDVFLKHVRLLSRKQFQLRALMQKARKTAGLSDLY
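Fluorescence anisotropy tracks displacement of a FITC-tagged PTAP peptide (50 nM) from the Tsg101 binding domain (10 uM), following a 20 min room-temperature incubation at pH 7.5.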
ELG1 DNA repair = ELG1-dependent DNA repair inhibition; Potency, µM (series often up to 46.1 µM), inactives show top-dose activity change, negative = inhibition, most hits filed as inhibitors; HEK293T ELG1-luciferase reporter, luminescence, 16 h; DNA damage induced by 5-fluorouridine; 330,000 compounds, 2.3% hits; note: potency is the fitted concentration of half-maximal effect; % is set by controls: 0 for no effect and ±100 for the full control effect; nearly all actives have a fitted effect of over 55% in size
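Luminescence from the luciferase reporter, measured 30 min after ONE-Glo reagent at room temperature, was the read-out. Beforehand, 2,000 cells per well were exposed for 16 hr at 37 °C to 5-fluorouridine together with compound or vehicle.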
a7 integrin act = activates integrin-mediated alleviation for muscular dystrophy; alpha7betagal myoblasts, beta-gal FDG fluorescence, 48 h; Potency, µM (series often up to 38.3 µM), inactives show at the highest dose activation, hits mostly activators; 350,000 compounds, 0.064% hits;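 note: potency is the fitted concentration of half-maximal effect; 100% = response of the positive control SU9516; nearly all actives have a fitted effect of over 60% in size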
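Alpha7betagal+/- myoblasts (passage 13) were plated 16-24 hr, then exposed to compounds (1:260 dilution of DMSO stock) for 48 hours at 37C. After MPER lysis, β-galactosidase reporter activity was read as FDG fluorescence (ex 480/em 540) after 30 minutes.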
p53 reactivation = restores transcriptional activity of mutant p53. H1299 p53-A138V BP100-luciferase reporter, luminescence, 24 h. Potency, µM (highest dose often 92.2 µM), for inactives: top-dose activity change, positive = activation, hits mostly activators. 320,000 compounds, 0.063% hits. AID 504706; note: potency is the fitted concentration of half-maximal effect; % of control where 0% means no effect; nearly all actives have a fitted effect of over 45% in size
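H1299 (p53-null), stable ts p53-A138V + BP100-Luc; 1000 cells/well, Opti-MEM/10% FBS; cpd 4 pt, 1:5; 24 h, 37 deg C, 5% CO2; detection reagent 10 min RT; luminescence.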
BRCA1 expr act = BRCA1 expression activation; MCF7-BRCA1-FFLuc reporter, luminescence, 48 h; response scale: scaled: vehicle 0%, 10 µM genistein 100%; Potency, µM (titrated, usually from 46.1 µM), inactives show at the top dose activation, actives largely listed as activators; 380,000 compounds, 1.1% hits; note: potency is the fitted concentration of half-maximal effect; nearly all actives have a fitted effect of over 80% in size; some results filed as inactive show a strong effect at the top dose
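MCF7-BRCA1-FFLuc cells, 2000/well in phenol-red-free MEM, attached 2 h then treated 48 h at 37 C. Luciferase luminescence read 15 min after reagent; normalized to genistein maximum activation (10microM) and DMSO, concentration-response fitted.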
B2AR arrestin = agonists driving beta-arrestin recruitment to human beta2-adrenergic receptor; beta-arrestin recruitment to beta2AR, cell-based reporter; Potency, µM (highest dose often 46.1 µM), for the others: at the highest dose activation, hits mostly activators; 330,000 compounds, 0.02% hits; AID 492947;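 note: potency is the fitted concentration of half-maximal effect; 0% = DMSO controls and full agonism = EC100 isoproterenol or metaproterenol; nearly all actives have a fitted effect of over 65% in size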
Target sequence (P07550 whole entry, looked up): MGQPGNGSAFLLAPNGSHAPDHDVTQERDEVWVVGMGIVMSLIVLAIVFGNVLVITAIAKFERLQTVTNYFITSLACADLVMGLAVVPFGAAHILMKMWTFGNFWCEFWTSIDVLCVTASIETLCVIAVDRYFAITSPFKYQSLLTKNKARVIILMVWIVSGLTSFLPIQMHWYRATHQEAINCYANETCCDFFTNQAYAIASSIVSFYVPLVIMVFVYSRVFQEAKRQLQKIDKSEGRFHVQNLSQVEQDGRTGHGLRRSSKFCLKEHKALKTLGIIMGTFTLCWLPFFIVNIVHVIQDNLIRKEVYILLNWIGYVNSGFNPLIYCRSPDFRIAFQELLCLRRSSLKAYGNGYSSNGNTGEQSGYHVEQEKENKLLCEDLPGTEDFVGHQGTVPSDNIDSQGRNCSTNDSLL
TRPV1 ag = activates the human vanilloid receptor TRPV1 | 320,000 compounds, 0.19% hits | activation, % at 8.33 µM | TRPV1-expressing cells, Fluo-8 calcium influx, agonist mode | AID 540275; in the data active = activation above about 80%; inconclusive = between about 30% and that limit; note: 0% is about no effect
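Fluo-8 calcium influx in TRPV1-expressing cells, kinetic read (ex 480/em 520 nm). Compound added and read 3 min for agonist activity, followed by capsaicin at EC20 final and 2 min further read for enhancement.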
TCR activator = activators of T cell receptors; primary human leukocytes, anti-CD3, IL-2 HTRF, 48 h; 330,000 tested, under 10 active; Potency, µM (titrated, usually from 9.22 µM), without a hit: top-dose activation of IL-2 secretion, most hits filed as activators; note: % of control where 0% means no effect
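Using a-CD3 beads without co-stimulation, primary human leukocytes were exposed to compounds for 48 hr. An HTRF IL-2 kit measured the cytokine, with europium-to-d2 energy transfer producing emission at 665nm upon 320nm excitation.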
AT treatment = candidate therapy for ataxia-telangiectasia. AID 485349. Potency, µM (doses to about 57.5 µM), without a hit: top-dose activation, usual class: activators. […] A-T fibroblasts, KAP-1 phosphorylation AlphaLISA; neocarzinostatin DNA damage 30 min before lysis. 320,000 compounds, 0.19% hits; note: potency is the fitted concentration of half-maximal effect; % of control where 0% means no effect; nearly all actives have a fitted effect of over 45% in size
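hTERT-immortalized A-T patient fibroblasts ([…]), 500 cells/well in OPTI-MEM, 1% FBS, got compounds for 60 min, then NCS for 30 min at 37C. Lysates were then assayed for phospho-KAP-1 by AlphaLISA (anti-pKAP1 donor, anti-KAP1 acceptor beads), 6 hr at 25C.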
CXXC DNA block = inhibitors of human MLL CXXC domain-DNA interaction; Potency, µM (series often up to 115 µM), inactives show at the top dose activity change, negative = inhibition, actives largely listed as inhibitors; AID 2662; 290,000 compounds, 0.037% hits; MLL-CXXC / FITC-HOXA9 DNA fluorescence polarization; Q03164; active = well fitted inhibition curve with a large enough effect in the polarisation, with a control signal flat, not every such curve was filed as active; inconclusive = small, poorly fitted or top-dose-only effect, or effect the other way, or a change in a side signal; inactive = no such curve, though single readings can be large or run the other way; the % refers to the polarisation; note: potency is the fitted concentration of half-maximal effect
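Steps: dispense CXXC domain solution (7 uM) → pin compounds or unlabeled HOX-A9 DNA control → 5 min ambient → add FLSN-HOX-A9 solution (50 nM) → spin → 30 min ambient → fluorescence polarization. Tris pH 7.5/NaCl/DTT/BSA buffer.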
Numbers without * were called inactive; ? = inconclusive; . = no result given; & = joins results of further samples; [ ] = another dose, or the depositor's remark. Unless noted, calls come from the whole dose curve; as a rule, active = well fitted curve in the direction sought with a large enough effect; inconclusive = small, poorly fitted or top-dose-only effect, or another doubt; inactive = no such curve, though single readings can be large; an effect the other way counts as inactive or inconclusive.

SMILES	TSG101-PTAP inh	ELG1 DNA repair	a7 integrin act	p53 reactivation	BRCA1 expr act	B2AR arrestin	TRPV1 ag	TCR activator	AT treatment	CXXC DNA block
COC(=O)C1=C(C)NC(=O)CC1c1cc(Br)ccc1F (stereo unspecified)	-5%	-5%	-8%	-8%	-6%	-0.6%	-1	-3%	3%	9%
CCOc1ccc(NC(=O)c2cccnc2C(=O)O)cc1	-5%	?	-1%	18%	48%	0.1%	-7	-3%	1%	2%
O=C(N/N=C/C=C/c1ccco1)c1ccncc1	-1%	?	25%	1%	-22%	-0.3%	?	2%	-1%	-25%
O=c1c2ccccc2nnn1CSc1nnc(-c2ccc3c(c2)OCO3)o1	-3%	?	-19%	?	?	11%	0	1%	3%	9%
Cc1cccc([C@H](NC(=O)OC(C)(C)C)C(=O)OC(C)(C)C)c1	-2%	9%	7%	4%	-9%	0.1%	?	-11%	6%	.
CCCCn1c(SCC(=O)NCc2ccco2)nc2ccccc2c1=O	-3%	-4%	-11%	-1%	-21%	0.4%	-1	-5%	1%	-1%
CCCCn1c(=O)cc(O)c2ccccc21	-2%	0%	-1%	2%	10%	0.2%	-1	2%	1%	-6%
COc1ccccc1C(=O)C1CCCN(C(=O)c2cc(CC(C)C)nc(C)n2)C1 (stereo unspecified)	-1%	4%	-10%	-2%	-1%	0.1%	2	3%	-1%	-2%
Cc1cc(Cl)ccc1NC(=O)Cn1cncn1	2%	5%	3%	2%	18%	0.0%	-1	.	-3%	2%
Cc1cc(=O)n2nc(N3CCC(C(=O)NCc4ccccc4F)CC3)sc2n1	1%	6%	-35%[inhibitor]	-11%	-19%&4%	-0.2%	0	4%	-5%	0%
Cc1cn(-c2cc(NC(=O)c3ccc(C)c(NC(=O)c4cccc(-c5cn[nH]c(=O)c5)c4)c3)cc(C(F)(F)F)c2)cn1	2%	?	0%	4%	0%	0.4%	-2	-6%	-8%	2%
COC(=O)c1ccc2c(=O)n(CCN3CCOCC3)c(=S)[nH]c2c1	-2%	6%	2%	-17%	-37%	-0.1%	-9	1%	-12%	-1%
Cc1ccc(OCC(=O)Nc2cc(NC(=O)COc3ccc(C)c(C)c3)cc(C(=O)O)c2)cc1C	-4%	10%	8%	?	68%	-0.9%	1	.	-2%	-24%
CN1CCN(CCCNC(=O)c2ccc(/C=C3\Oc4ccccc4N(Cc4ccccc4F)C3=O)cc2)CC1	-7%	?	-53%[inhibitor]	1%	-31%	-0.1%	0	-5%	10%	25%
CSc1ccccc1NC(=O)CSCc1ccc(Br)cc1	1%	3%	26%	-3%	20%	0.3%	13	0%	9%	-1%
CC1CCCN(C(=O)COC(=O)c2cc(Br)ccc2O)C1 (stereo unspecified)	-5%	?	-16%	20%	-4%	-0.2%	.	3%	16%	.
COc1ccc(C(CNC(=O)COc2ccc(Br)cc2F)N2CCCC2)cc1 (stereo unspecified)	-1%	-11%	-17%	5%	3%	-0.3%	3	1%	9%	-19%
CC(C)Oc1ccc2c(c1)OC(c1ccccc1)(C(F)(F)F)NC2=O (stereo unspecified)	2%	-1%	-15%	1%	-40%	-1.5%	9	-1%[46.1 µM]	5%	-6%
O=C(OCC1COc2ccccc2O1)c1c(F)cccc1F (stereo unspecified)	-4%	?	-21%	26%	18%	-0.3%	26	-5%	15%	-3%
COc1ccc(CCNC(=S)Nc2ccc(C)cc2C)cc1	-1%	-5%	0%	-6%	-15%	-3.5%	13	10%[46.1 µM]	3%	10%
CCOc1ccccc1C(c1c(C)n(C)n(-c2ccccc2)c1=O)c1c(C)n(C)n(-c2ccccc2)c1=O	-3%	0%	0%	.	1%	-3.7%	-2	.	-5%	0%
COc1ccc(N=C2NC(=O)/C(=C\C=C\c3ccco3)S2)cc1	-2%	17%	-40%	6%	45%	-0.8%	-1	4%	-4%	-19%
CCNC(=O)NC(=O)C(C)On1nnc2ccc(S(=O)(=O)N(CC)CC)cc21 (stereo unspecified)	-1%	-8%	-8%	-5%	-44%	-0.7%	1	-3%[46.1 µM]	9%	-3%
Cc1cc(C)c(S(=O)(=O)N(C)c2ccccc2)c(C)c1	-5%	-7%	?	-1%	4%	0.0%	-4	8%	6%	-9%
O=C(COc1ccccc1C(=O)NCc1ccccn1)Nc1ccc(Br)cc1	-2%	16µM*	11%	-5%	-1%	0.2%	29	-2%	19%	3%
CC1=NN(S(=O)(=O)c2ccc(Cl)cc2Cl)C(=O)c2ccccc2O1	-6%	-11%	-9%	-5%	-16%	0.4%	12	-2%	-3%	-5%
O=C1CN(S(=O)(=O)c2ccc(F)cc2)CCN1	-6%	10%	-3%	-6%	3%	-0.8%	.	-2%[46.1 µM]	-5%	.
CN(C)Cc1c(O)ccc2occ(C(=O)c3ccccc3)c12	-5%	.	-11%	.	0%	.	3	-1%	.	5%
CCCS(=O)(=O)N1CCN(c2ccccc2F)CC1	-6%	5%	-17%	11%	-8%	0.3%	2	-3%	9%	-10%
CC(C)(C)c1ccc(NC(=O)c2cc[n+]([O-])cc2)cc1	-6%	?	2%	15%	1%	-0.1%	?	3%	-2%	4%
CC[C@]1(C(=O)OC)[C@H]2C(=O)N(C)C(=O)[C@H]2[C@H]2CN=C(SCc3ccc(C#N)cc3)N21	-7%	25%	8%	4%	-2%	-0.5%	.	-2%[46.1 µM]	10%	.
COC(=O)CN(c1ccccc1)S(=O)(=O)c1ccc(F)cc1	1%	-5%	18%	-5%	-2%	0.2%	1	3%[46.1 µM]	0%	-5%
Cc1cccn2c(CN(C)CC3CCCCO3)c(C(=O)N3CCCCC3)nc12 (stereo unspecified)	-2%	9%	-28%	0%	-32%	-0.8%	6	-7%	-4%	6%
CC(C(=O)NCc1ccccc1)N1C(=O)C2CC=C(Cl)CC2C1=O (stereo unspecified)	-1%	2%	0%	-7%	-9%	0.0%	0	6%	-15%	3%
Cc1ccc(Cn2ccc(NC(=O)c3noc4c3CCCCC4)n2)cc1	-1%	-4%	-16%	10%	44%	0.0%	16	-4%	-2%	-1%
O=c1c2ccccc2nc(-c2ccco2)n1/N=C/c1ccco1	3%	-25%	18%	2%	24%	0.6%	18	7%	-21%	15%
COc1ccc(CCN2CC(C(=O)NCc3ccccc3)CCC2=O)cc1 (stereo unspecified)	-3%	15%	?	-1%	8%	-0.1%	-2	3%	8%	1%
COc1ccc2[nH]c(=O)c(COC(=O)c3ccco3)cc2c1	0%	13%	-4%	-5%	0%	3.7%	0	-2%	-2%	17%
CC1CCN(C2CC(=O)N(c3ccc(Br)cc3Br)C2=O)CC1 (stereo unspecified)	-2%	0%	-49%[inhibitor]	2%	13%	0.0%	18	5%	-5%	-1%
OC[C@H]1O[C@H](OCc2ccccc2)[C@H](O[C@@H]2OC[C@@H](O)[C@H](O)[C@H]2O)[C@@H](O)[C@@H]1O	-1%	8%	-8%	-2%	19%	-0.1%	0	-2%	7%	.
O=C1CS/C(=N\N=C\c2ccccc2Cl)N1CC1CC1	-8%	?	9%	-2%	-6%	-1.5%	5	-1%	-1%	6%
COc1cc(NC(=O)c2ccco2)c(C(=O)O)cc1OC	-4%	-22%	-3%	9%	-31%	0.0%	0	4%	0%	2%
COCC(C)n1c(SCC(=O)Nc2cc(C)on2)nc2ccccc2c1=O (stereo unspecified)	-1%	1%	21%	9%	-2%	-0.1%	2	-1%	-12%	.
CNC(=S)N(CCc1c(C)[nH]c2ccc(C)cc12)Cc1cccs1	-3%	?	-25%	-7%	-59%	0.1%	2	2%	2%	5%
O=C1CCCc2nc(N3CCCCC3)sc21	-1%	?	-10%	?	61%	0.1%	-2	-8%	2%	3%
O=C(N/N=C1/CC2C=CCC12)c1ccco1 (stereo unspecified)	1%	?	13%	?	37%	-1.4%	24	1%[46.1 µM]	-3%	17%
O=C(Nc1ccccc1C(=O)O)c1ccc(NC(=O)c2ccc(Br)o2)cc1	-10%	-13%	-37%	6%	39%	0.5%	-4	4%	-1%	-3%
Cc1sc2nc(CSCC(=O)N(CCC#N)c3ccccc3F)[nH]c(=O)c2c1C	-1%	5%	-29%	-3%	-23%	-0.4%	0	-3%	8%	.
CCN(CC)S(=O)(=O)c1cc(NS(=O)(=O)c2c(Cl)cccc2Cl)ccc1C	-1%	-6%	31%	-7%	-21%	-1.1%	5	2%[46.1 µM]	-6%	0%
CCOc1ccc2sc(NS(=O)(=O)c3ccc(N)cc3)nc2c1	-1%	-4%	-8%	-1%	-6%	-0.2%	1	2%	-2%	-12%

Compound activity as filed in PubChem.
